UHRF1 binding = UHRF1 methylated DNA binding inhibitors, primary screen, counter-screen for MBD2 inhibitor project, biochemical, TR-FRET, human UHRF1, single concentration. inhibition, % at 4.4 µM. AID 687016, 2013. 370,000 tested, 0.75% active. UHRF1 binding to methylated oligo. E3 ubiquitin-protein ligase UHRF1 (Homo sapiens), Q96T88; in the data active = inhibition above about 21%;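 note: UHRF1 SRA domain binding a hemimethylated CpG hairpin DNA probe; 0% = median of test compound wells and 100% = reference inhibitor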
Tn7 DDE FP = inhibitors of Tn7 peptide binding to fibrin DD(E), primary screen, biochemical, fluorescence polarization, human fibrin, Tn7 probe. Fibrinogen beta chain (Homo sapiens), P02675. FP displacement of FITC-Tn7 peptide from fibrin DD(E); 0% = median of compound wells per plate. 370,000 tested, 0.13% active. inhibition, % at 8.3 µM;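 active = inhibition above the mean of compounds falling within the control limits plus 3 SD of them, cut at about 14% in these data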;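 note: 0% = plate median of compound wells and 100% = 10 µM Aha-Tn7 peptide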
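Assay system: Human clot-derived fibrin DD(E) complex | Buffer or medium: Tris/NaCl/CaCl2 buffer, pH 7.8 | Repeats: One replicate per compound | Benchmarks: Aha-Tn7 high control | Measure: % inhibition scaled between sample-field median and high-control FP | Schedule: 10 min plus 3 h, room temperature | Signal: Fluorescence polarization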
PLCb3 inh = human PLC-beta3 inhibitors, primary screen, biochemical, fluorescence; 1-phosphatidylinositol 4,5-bisphosphate phosphodiesterase beta-3 (Homo sapiens), Q01970; Purified PLC-beta3, fluorogenic substrate; inhibition, % at 12.2 µM; 370,000 tested, 0.18% active; AID 720704, 2013; in the data active = inhibition above about 11%;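 note: 0% = median of compound wells on plate and 100% = full blocker control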
DDE Tn6 FP inh = inhibitors of Tn6 peptide binding to fibrin DD(E), primary screen, biochemical, fluorescence polarization, human fibrin, Tn6 probe; Fibrinogen beta chain (Homo sapiens), P02675; Fibrin DD(E) TRITC-Tn6 fluorescence polarization displacement; inhibition, % at 8.3 µM; 370,000 tested, 0.21% active;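 active = inhibition above a per-campaign cutoff: mean of compounds within control limits plus 3 SD, cut at about 15% in these data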;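 note: 0% = median of all compound wells on the plate and 100% = blocking peptide control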
KLK7 zymogen act = proKLK7 zymogen activators, primary screen, biochemical, fluorescence intensity. Kallikrein-7 (Homo sapiens), P49862. purified proKLK7, EDANS-DABCYL substrate fluorescence; 100% is mature enzyme control, 0% vehicle. activation, % at 7 µM. 370,000 tested, 0.9% active. AID 652039, 2013;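 active = activation above the mean of all tested compounds plus 3 SD, computed per campaign excluding outliers beyond control limits, cut at about 13% in these data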
NR1D1 modulator = modulators of Rev-erb alpha DNA binding, primary screen, biochemical, FITC-DNA, fluorescence polarization, uHTS; Nuclear receptor subfamily 1 group D member 1 (Homo sapiens), P20393; Rev-erbα–FITC-DNA binding, 90 min; activity, % at 10 µM; 370,000 tested, 0.79% active; AID 1259318, 2017;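 active = activity above about 14%, limit read from the data; passing the limit was not always enough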;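 note: 0% = DMSO wells with 35 nM protein and 100% = DMSO wells with 750 nM protein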
Target sequence (P20393 whole entry, looked up): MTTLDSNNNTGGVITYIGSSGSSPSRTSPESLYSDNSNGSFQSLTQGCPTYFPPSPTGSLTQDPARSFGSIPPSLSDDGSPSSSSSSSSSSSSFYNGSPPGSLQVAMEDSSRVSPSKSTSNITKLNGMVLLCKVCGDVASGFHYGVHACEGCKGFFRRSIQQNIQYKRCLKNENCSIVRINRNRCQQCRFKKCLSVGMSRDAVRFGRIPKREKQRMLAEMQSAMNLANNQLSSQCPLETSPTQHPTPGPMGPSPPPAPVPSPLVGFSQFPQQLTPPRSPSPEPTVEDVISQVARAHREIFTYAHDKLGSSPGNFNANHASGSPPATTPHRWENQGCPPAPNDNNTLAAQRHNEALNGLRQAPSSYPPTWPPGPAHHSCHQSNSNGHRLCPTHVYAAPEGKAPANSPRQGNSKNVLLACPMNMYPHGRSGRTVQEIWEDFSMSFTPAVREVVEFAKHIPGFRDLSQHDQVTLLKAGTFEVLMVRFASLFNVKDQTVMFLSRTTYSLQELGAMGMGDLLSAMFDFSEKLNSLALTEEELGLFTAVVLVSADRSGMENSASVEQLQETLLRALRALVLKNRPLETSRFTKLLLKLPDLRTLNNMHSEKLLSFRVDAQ
PLC-gamma1 inh = PLC-gamma1 enzyme inhibitors, primary screen, biochemical, fluorescence, purified enzyme; fluorogenic substrate; inhibition, % at 12.2 µM; AID 720700, 2013; 370,000 tested, 0.84% active; 1-phosphatidylinositol 4,5-bisphosphate phosphodiesterase gamma-1 (Homo sapiens), P19174; in the data active = inhibition above about 9.5%
HGIII-sPLA2 inh = human group III sPLA2 inhibitors, primary screen, biochemical, QFRET, BODIPY PC-A2 liposome substrate. QFRET BODIPY PC-A2 liposome hydrolysis, fluorescence. AID 743126, 2013. inhibition, % at 12.2 µM. 370,000 tested, 0.56% active. Group 3 secretory phospholipase A2 (Homo sapiens), Q9NZ20;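 active = inhibition above mean plus 3 SD of compounds lying within the high and low control bounds, cut at about 19% in these data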;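 note: 0% = median of test compound wells and 100% = no enzyme DMSO wells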
ARFGAP1 inhibitor = inhibitors of rat ARFGAP1 GAP activity, primary screen, biochemical, fluorescence polarization, GDP tracer; Arfgap1-stimulated ARF1 GTP hydrolysis, GDP FP detection; inhibition, % at 16.5 µM; 360,000 tested, 0.26% active;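 active = inhibition above a per-plate limit, mean inhibition of low control wells plus 3 SD, cut at about 25% in these data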;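 note: 0% = DMSO wells with enzyme and 100% = wells lacking Arfgap1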
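material = rat Arfgap1 catalytic domain, aa 1-136 | also added = human ARF1(Δ1-17)-GTP substrate | compound dosing = one concentration, 16.5 µM, DMSO 1.26% | times = GTP hydrolysis reaction 2 h at 25 °C | measured by = FP, GDP Alexa 633 tracer displaced from anti-GDP antibody, 620/688 nm | evaluation = percent inhibition of Arfgap1-stimulated GTP hydrolysis | replication = single well per compound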
ASAP1 inh = inhibitors of human ASAP1 ArfGAP activity, primary screen, biochemical, fluorescence polarization. inhibition, % at 16.5 µM. 360,000 tested, 0.19% active. ASAP1-stimulated ARF1 GTP hydrolysis, GDP FP detection. Arf-GAP with SH3 domain, ANK repeat and PH domain-containing protein 1 (Homo sapiens), …; in the data active = inhibition above about 25%;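 note: 0% = vehicle with enzyme and substrate and 100% = no enzyme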
Target sequence (Q9ULH1 325-724 limits assumed): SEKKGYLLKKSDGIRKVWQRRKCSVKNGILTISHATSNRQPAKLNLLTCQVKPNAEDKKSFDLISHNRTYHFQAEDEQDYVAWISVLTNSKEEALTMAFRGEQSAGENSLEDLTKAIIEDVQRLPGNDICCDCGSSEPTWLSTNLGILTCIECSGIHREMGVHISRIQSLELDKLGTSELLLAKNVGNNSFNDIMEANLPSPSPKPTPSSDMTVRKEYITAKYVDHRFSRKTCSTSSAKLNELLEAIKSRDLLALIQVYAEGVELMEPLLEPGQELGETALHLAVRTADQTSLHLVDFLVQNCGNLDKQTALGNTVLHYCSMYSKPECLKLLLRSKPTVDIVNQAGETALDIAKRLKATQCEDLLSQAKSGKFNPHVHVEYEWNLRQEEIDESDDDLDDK
Numbers without * were called inactive; . = not tested or not shown. No enrichment for hits (roughly 4.5% active in at least one column).

canonical_smiles	UHRF1 binding	Tn7 DDE FP	PLCb3 inh	DDE Tn6 FP inh	KLK7 zymogen act	NR1D1 modulator	PLC-gamma1 inh	HGIII-sPLA2 inh	ARFGAP1 inhibitor	ASAP1 inh
O=C(CN1C(=O)C2C3C=CC(C3)C2C1=O)NCc1ccc2c(c1)OCO2 (stereo not given)	-1	-1	-1	-4	0.3	2	0	2	-1	-7
Cc1ccc(NC(=O)CN2C(=O)NC(C)(CCc3ccccc3)C2=O)cc1 (stereo not given)	-2	-6	3	3	0.0	0	2	-11	-4	3
CN(Cc1ccon1)C(=O)CC1C(=O)NCCN1Cc1cccc(F)c1F (stereo not given)	-3	-3	-23	9	-0.3	-3	-10	3	-1	15
COc1ccc(OCc2cccc(C(=O)Nn3cc([N+](=O)[O-])cn3)c2)cc1	-4	-15	1	-5	0.1	-1	2	-15	4	13
Cc1ccc(NNC(=O)c2c(F)cccc2Cl)cc1Cl	1	0	-8	2	-0.7	0	-2	8	4	1
COC(=O)CCC(=O)OC1(C)C(=O)C=C2C=C(C3CC3)N(CCc3c[nH]c4ccccc34)C=C2C1=O (stereo not given)	-5	3	-26	-10	2.3	3	-20	-8	-12	-3
CCc1nnc(NC(=O)CSc2nnc(COc3ccc(C)cc3)n2-c2ccccc2)s1	0	-4	2	-3	0.5	-7	3	-3	4	15
Nc1[nH]c(C(=O)c2ccccc2)c(-c2cccc3ccccc23)c1C(=O)NC1CCCCC1	-2	-8	1	-10	0.4	-2	0	5	3	7
COc1ccc(C(=O)C2=NN(C(C)=O)CC2c2ccco2)cc1 (stereo not given)	-1	0	-2	-4	-0.2	2	4	-2	-9	3
Cc1c(C2=CCN(S(=O)(=O)c3ccc(Br)cc3)CC2)c2ccccc2n1C	2	3	-13	-5	-0.5	2	-13	-3	0	-11
O=C(NCC(=O)N1CCN(c2ccccc2O)CC1)C1CCCCC1	-1	2	-6	7	-0.2	-3	-2	7	7	8
c1ccc(SCc2cn(C[C@H]3CC[C@@H]([C@@H]4CC[C@H](Cn5cc(CSc6ccccc6)nn5)O4)O3)nn2)cc1	2	-7	0	3	0.4	2	-1	-17	-11	2
CCC(c1nnc(SCC(=O)Nc2ccc(N3CCOCC3)cc2)n1Cc1ccccc1)N(C)C (stereo not given)	2	5	-8	-5	-0.2	-2	-2	3	-5	25
O=C(NCc1ccncc1)C(=O)NCC1OCCCN1S(=O)(=O)c1ccc(F)cc1 (stereo not given)	0	-2	-6	5	-0.5	-3	2	0	1	3
O=C(COC(=O)c1ccccc1C(=O)c1ccccc1)NCCc1ccccc1	-4	0	2	4	0.0	0	5	-3	-7	-2
O=C(NCc1cccnc1)c1ccc(Br)s1	0	0	-4	1	-0.3	-4	0	1	2	5
Clc1ccc(-c2cc(-c3ccccn3)on2)c(Cl)c1	2	1	-5	0	0.6	3	3	7	2	-7
COc1ccc(C)cc1NC(=O)C(OC(=O)c1cnc(C)cn1)c1ccccc1 (stereo not given)	2	1	-7	-7	0.3	1	-7	4	5	1
Cn1c(CNC(=O)c2ccc(F)cc2)cc2ccccc21	-4	-1	-1	-4	0.1	5	3	-25	11	4
Cc1c(N)cccc1-n1cnnn1	-1	-2	-8	-2	0.4	-9	-1	4	-5	-15

(cont.)
canonical_smiles	UHRF1 binding	Tn7 DDE FP	PLCb3 inh	DDE Tn6 FP inh	KLK7 zymogen act	NR1D1 modulator	PLC-gamma1 inh	HGIII-sPLA2 inh	ARFGAP1 inhibitor	ASAP1 inh
Cc1cc(C)c(-c2csc(NC(=O)C3=COCCO3)n2)c(C)c1	2	3	-9	2	0.1	2	-5	-21	10	10
O=C(CSc1nnc(-c2cccs2)o1)OCc1ccccc1	3	1	0	-6	-0.1	-1	0	0	15	-4
CCn1c(CN2CCOCC2)nnc1SCC(=O)Nc1ccc(C(C)=O)cc1	1	2	-10	3	-0.8	-3	-2	9	8	0
CCn1cc(C(=O)NC2CCCC2)c(=O)c2cc(S(=O)(=O)N3CCOCC3)ccc21	1	-5	0	6	-0.5	5	1	1	0	-4
COc1ccccc1C(=O)NC(=O)COC(=O)CCOc1ccccc1C	-2	-2	-10	-2	-0.1	9	1	7	-2	23
COCC(=O)Oc1c(Sc2ccccc2[N+](=O)[O-])c(C)nn1C(C)(C)C	-1	3	0	-4	0.1	2	7	4	-2	3
CCC1CN(C(=O)N2CCC(C(=O)NCCc3ccccc3)CC2)c2ccccc2O1 (stereo not given)	-3	0	1	6	1.2	-2	0	-6	-12	5
COc1ccc(/C=C/C(=O)C(C(N)=O)=C2SCCS2)cc1	-2	0	-12	2	2.2	2	-10	1	1	13
COC(=O)c1ccc(CNC(=O)C2CCC(=O)N(Cc3ccccn3)C2)cc1 (stereo not given)	0	-2	-5	-1	-0.8	-4	-2	8	-1	0
COC(=O)c1nc(NC(=O)c2cc(OC)c(OC)c(OC)c2)n[nH]1	2	-4	-2	-2	0.1	-3	3	1	2	7
O=C(Nc1ccccn1)c1cccc(S(=O)(=O)N2CCOCC2)c1	7	-2	4	3	0.2	9	4	3	1	6
N#Cc1cnc(NCc2ccc(Cl)cc2Cl)nc1	1	3	-3	1	-0.8	-1	1	-5	-6	3
CC(=O)c1sc(-c2ccc(Cl)cc2)cc1N	1	-1	-58	-1	0.0	-1	-36	10	11	-7
O=C(CSc1nc2ccccc2c(=O)n1-c1ccc(F)cc1F)Nc1ccc2c(c1)CCC2	-1	1	2	-1	0.0	6	0	-2	12	6
O=C(Nc1cc(-c2nc3ncccc3o2)ccc1Cl)c1ccc2c(c1)OCO2	-4	5	-4	2	0.5	-11	-4	8	3	-4
CC(C)C(=O)NNC(=O)C1CC1(c1ccccc1)c1ccccc1 (stereo not given)	1	2	-4	5	-0.1	0	3	2	15	3
C[C@H]1CN([C@@H](C)CO)C(=O)c2cc(NC(=O)CCN3CCOCC3)ccc2O[C@H]1CN(C)C(=O)Nc1ccc(F)cc1	-1	-6	-2	-8	0.0	3	-2	1	3	15
O=C(C1CC1)N1CCc2cc(Br)cc(S(=O)(=O)N3CCOCC3)c21	12	-4	2	-5	0.1	2	7	2	5	2
CCn1cnc2sc(C(=O)N(Cc3ccc(N(C)C)cc3)Cc3ccco3)c(C)c2c1=O	3	-3	1	1	1.1	-5	3	1	-1	13
CS(=O)(=O)Nc1cccc(C2=NN(C(=O)c3ccccc3)C(c3cccs3)C2)c1 (stereo not given)	1	1	-8	1	0.7	2	0	-26	-3	-8

New compounds follow.
canonical_smiles	UHRF1 binding	Tn7 DDE FP	PLCb3 inh	DDE Tn6 FP inh	KLK7 zymogen act	NR1D1 modulator	PLC-gamma1 inh	HGIII-sPLA2 inh	ARFGAP1 inhibitor	ASAP1 inh
COCCN1C(=O)C(=O)/C(=C(/O)c2ccc(S(=O)(=O)N3CCOCC3)cc2)C1c1ccc(OC)c(OC)c1 (stereo not given)	0	0	-34	4	0.2	3	-15	-3	15	-8
CC(C)[C@@H](CO)N(C)S(=O)(=O)c1ccccc1Br	3	3	4	5	-0.3	3	0	-2	-17	-9
O=S1(=O)N=C2CCCCCN2C(c2ccc(Br)cc2)N1 (stereo not given)	0	-1	-34	-8	0.3	-7	-11	0	-10	-6
CCOC(=O)c1c(NC(=S)NC)sc2c1CC(C)(C)SC2	-5	-1	-38	4	1.8	-2	-48	2	-10	14
COC(=O)c1ccc(NC(=O)CSc2nnc(-c3cccnc3)o2)cc1	-1	-1	-7	-2	-0.3	6	7	7	-8	-2
CCOc1ccc(-c2nc(-c3ccc(OC)cc3)no2)cc1OCC	1	-1	3	-3	-0.4	-3	-1	2	-8	-5
CC(C)NC(=O)N[C@@H]1C[C@@H]2O[C@@H](CO)CC[C@@H]2O[C@@H]1CCc1ccc(-c2ccc(F)cc2)cc1	3	7	-2	0	0.1	7	-2	-17	.	.
COc1ccc(Oc2cc(Cl)nc(N)n2)cc1	10	6	-1	8	-0.1	-4	-1	-2	-7	-5
CN(C(=O)CCc1ccccc1)c1nnc(-c2ccncc2)s1	1	3	-5	-8	1.3	2	-3	5	17	14
S=C(NCc1ccco1)Nc1ccc(Oc2ccc(Cl)cc2)cc1	1	0	-7	3	0.1	2	0	11	6	19

In a second layout: entries from further up.
COc1ccc(Oc2cc(Cl)nc(N)n2)cc1
  UHRF1 binding: 10; Tn7 DDE FP: 6; PLCb3 inh: -1; DDE Tn6 FP inh: 8; KLK7 zymogen act: -0.1; NR1D1 modulator: -4; PLC-gamma1 inh: -1; HGIII-sPLA2 inh: -2; ARFGAP1 inhibitor: -7; ASAP1 inh: -5
CC(C)NC(=O)N[C@@H]1C[C@@H]2O[C@@H](CO)CC[C@@H]2O[C@@H]1CCc1ccc(-c2ccc(F)cc2)cc1
  UHRF1 binding: 3; Tn7 DDE FP: 7; PLCb3 inh: -2; DDE Tn6 FP inh: 0; KLK7 zymogen act: 0.1; NR1D1 modulator: 7; PLC-gamma1 inh: -2; HGIII-sPLA2 inh: -17; ARFGAP1 inhibitor: .; ASAP1 inh: .
